HMGR II inh = inhibitors of E. faecalis class II HMGR, primary screen, biochemical, Enterococcus faecalis; purified E. faecalis HMGR, NADPH absorbance 340 nm kinetic; inhibition, % at 10 µM; 190,000 compounds, 0.41% hits;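 active = inhibition above a set limit, the median over all tested compounds plus 3 SD, cut at about 9.5% in these data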;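 note: enzyme runs in reverse so mevalonate oxidation gives rising NADPH absorbance; 0% = complete reaction with DMSO and 100% = background rate lacking mevalonate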
S1P3 antag = S1P3 receptor antagonists, primary screen, cell-based | CHO S1P3 NFAT-BLA reporter, FRET fluorescence, antagonist mode | 170,000 compounds, 0.27% hits | inhibition, % at 4.98 µM | Sphingosine 1-phosphate receptor 3 (Homo sapiens), Q99500;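 active = inhibition above the plate cutoff, the mean inhibition of test wells on that plate plus 3 SD, cut at about 28% in these data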;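 note: cells challenged with S1P at its EC80 of 0.8 µM; blue over green emission ratio from cleaved BLA substrate after 4 h stimulation; 0% = S1P-stimulated wells and 100% = unstimulated DMSO-only wells; some compounds past the cut are filed as inactive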
DTT redox prof = compounds producing H2O2 with reducing agent – biochemical, NIH compound library profiling, artefact control for MLSCN library redox annotation, primary screen; 200,000 compounds, 0.03% hits; DTT-dependent redox cycling H2O2, phenol red/HRP absorbance; 100% = 100 µM peroxide control, 0% = buffer; AID 878, 2007; activation, % at 10 µM;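 active = activation of at least 50% relative to the plate's high and low controls in the primary single-dose screen; inactive = activation below 50%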;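 note: compound incubated with DTT at 0.8 mM final as the reducing agent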
ROMK mod = ROMK potassium channel modulators, primary screen, cell-based, thallium flux, MLSMR library; B-score at 10 µM; 130,000 compounds, 2% hits; Tet-inducible ROMK, thallium flux fluorescence; actives lie on both sides;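 active = signal ratio slope over the read window, or its plate-corrected B-score, at least 3 SD from the plate mean, either direction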;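 note: B-score of the F/F0 ratio slope over 7 to 12 s after thallium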
Target sequence (P48048 whole entry, looked up): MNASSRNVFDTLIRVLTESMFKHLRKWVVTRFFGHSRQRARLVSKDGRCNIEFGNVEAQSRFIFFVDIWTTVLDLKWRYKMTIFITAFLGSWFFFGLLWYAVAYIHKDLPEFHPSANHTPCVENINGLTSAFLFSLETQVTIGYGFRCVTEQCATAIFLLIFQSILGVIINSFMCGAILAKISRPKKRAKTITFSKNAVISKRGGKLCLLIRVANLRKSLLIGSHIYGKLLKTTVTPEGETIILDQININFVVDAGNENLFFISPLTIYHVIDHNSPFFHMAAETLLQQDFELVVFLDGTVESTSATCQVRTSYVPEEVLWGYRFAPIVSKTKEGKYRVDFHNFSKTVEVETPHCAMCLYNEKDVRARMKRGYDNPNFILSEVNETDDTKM
PPARg SRC3 recr = PPARgamma agonists recruiting SRC-3 coactivator, primary screen, biochemical; Peroxisome proliferator-activated receptor gamma (Homo sapiens), P37231; biochemical PPARgamma/SRC-3 coactivator recruitment assay; activation, % at 8 µM; 200,000 compounds, 0.26% hits; in the data active = activation above about 23%;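 note: 0% = DMSO and 100% = reference agonist; some compounds past the cut are filed as inactive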
Target sequence (P37231 whole entry, looked up): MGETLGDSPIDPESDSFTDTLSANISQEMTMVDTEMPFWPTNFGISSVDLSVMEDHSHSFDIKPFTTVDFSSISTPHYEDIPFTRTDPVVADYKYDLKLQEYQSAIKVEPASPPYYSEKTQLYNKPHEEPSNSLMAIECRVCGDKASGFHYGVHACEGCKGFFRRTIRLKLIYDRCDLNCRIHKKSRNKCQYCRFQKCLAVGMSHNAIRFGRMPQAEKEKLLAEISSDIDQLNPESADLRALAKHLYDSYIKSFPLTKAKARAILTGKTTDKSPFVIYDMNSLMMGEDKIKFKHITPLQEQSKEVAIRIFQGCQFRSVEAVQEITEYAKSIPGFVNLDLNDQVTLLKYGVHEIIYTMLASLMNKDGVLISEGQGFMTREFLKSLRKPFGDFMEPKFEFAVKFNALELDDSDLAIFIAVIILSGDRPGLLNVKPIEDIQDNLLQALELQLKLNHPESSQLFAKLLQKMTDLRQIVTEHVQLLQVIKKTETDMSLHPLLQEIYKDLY
L major viab = Leishmania major promastigote growth inhibition, primary screen. Leishmania major promastigotes, resazurin fluorescence viability. inhibition, % at 10 µM. 200,000 compounds, 9% hits; in the data active = inhibition above about 50%;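 note: promastigotes grown with compound for 44 hours at 28 °C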
SRC2 TRFRET art = TR-FRET signal artefacts, primary screen, artefact control for PPARgamma SRC-2 agonist project, biochemical. AID 1049, 2008. 200,000 compounds, 0.4% hits. TR-FRET artefact counter-screen; stronger effect = higher value. TR-FRET ratio at 8 µM; in the data active = TR-FRET ratio above about 2000; note: inactives centre near 1500
PPARg SRC-2 ag = agonists of PPARg-SRC-2 recruitment, primary screen, biochemical, HTS. Peroxisome proliferator-activated receptor gamma (Homo sapiens), P37231. PPARgamma LBD-SRC-2 recruitment. activation, % at 8 µM. 200,000 compounds, 0.34% hits; in the data active = activation above about 22%;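 note: 0% = vehicle and 100% = reference agonist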
PPARg SRC-1 ag = PPARgamma agonists recruiting SRC-1 coactivator, primary screen, biochemical. PPARgamma-SRC-1 coactivator recruitment biochemical assay. activation, % at 8 µM. 200,000 compounds, 0.41% hits; in the data active = activation above about 19%;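 note: 0% = DMSO and 100% = reference agonist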
bIAP inh = bovine intestinal alkaline phosphatase inhibitors, primary screen, selectivity assay for TNAP inhibitor project, biochemical, bovine IAP, CDP-star luminescence; alkaline phosphatase, intestinal [Bos taurus]; purified bovine IAP, 30 min; inhibition, % at 20 µM; 190,000 tested, under 10 active;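 active = over 50% inhibition of intestinal alkaline phosphatase at 20 µM in the single-dose screen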
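Assay system – bovine IAP enzyme · Quantity – bovine IAP at 1/65,000,000 final dilution · Detection – CDP-star luminescence signal · Times – 30 min reaction at room temperature · Also added – CDP-star substrate at 30 µM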
RAM network inh = inhibitors of the yeast RAM network, primary screen, dse1pr::URA3 reporter, 5-FOA selection; S. cerevisiae dse1pr::URA3 reporter, 5-FOA growth OD615, 2 d; analog-sensitive cbk1-as2 kinase mutant strain; inhibition, % at 50 µM; 190,000 compounds, 1.8% hits;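 active = inhibition above a set limit, 3 SD over mean compound inhibition, cut at about 8.4% in these data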;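 note: 0% = DMSO-only wells with no growth and 100% = 10 µM 1-NA-PP1 full growth; inhibition rescues growth on 5-FOA so higher OD means more RAM inhibition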
Numbers without * were called inactive; . = no result given.

The first three compounds (preview)
SMILES	HMGR II inh	S1P3 antag	DTT redox prof	ROMK mod	PPARg SRC3 recr	L major viab	SRC2 TRFRET art	PPARg SRC-2 ag	PPARg SRC-1 ag	bIAP inh	RAM network inh
O=c1[nH]cnc(O)c1C(c1ccc2c(c1)OCO2)c1c(O)nc[nH]c1=O	-3	-4	-0.5	-0.085	-4	-6	1441	-3	-1	1	0.4
Cc1cccc(OCCCSc2nc3ccc(C)cc3[nH]2)c1	-4	.	2.9	.	-1	2	1476	-8	-10	-10	1.1
COC(=O)c1ccccc1COn1c(=O)c(C)[n+]([O-])c2ccccc21	-3	0	-0.1	.	2	-8	1493	9	1	7	0.1

All compounds of this part, from the first entry:
SMILES	HMGR II inh	S1P3 antag	DTT redox prof	ROMK mod	PPARg SRC3 recr	L major viab	SRC2 TRFRET art	PPARg SRC-2 ag	PPARg SRC-1 ag	bIAP inh	RAM network inh
O=c1[nH]cnc(O)c1C(c1ccc2c(c1)OCO2)c1c(O)nc[nH]c1=O	-3	-4	-0.5	-0.085	-4	-6	1441	-3	-1	1	0.4
Cc1cccc(OCCCSc2nc3ccc(C)cc3[nH]2)c1	-4	.	2.9	.	-1	2	1476	-8	-10	-10	1.1
COC(=O)c1ccccc1COn1c(=O)c(C)[n+]([O-])c2ccccc21	-3	0	-0.1	.	2	-8	1493	9	1	7	0.1
CCN1CCN(C(=O)CN(CCc2ccccc2)S(C)(=O)=O)CC1	1	.	0.7	0.014	0	-2	1426	2	-3	3	2.8
O=C(CSc1nc2ccsc2c(=O)n1NC(=O)c1ccccc1)NCc1ccco1	1	.	-6.5	0.45	2	-6	1537	9	3	-4	1.5
C=CCSc1ncnc2sc(C)c(C)c12	2	3	.	.	4	54*	1541	13	7	29	2.0
CC(C)(C)N(NC(=O)c1ccccc1)C(=O)c1cccc(C(=O)N(NC(=O)c2ccccc2)C(C)(C)C)c1	3	.	-4.3	.	7	0	1637	13	4	-1	5.0
Cc1ccc(Nc2nc(=O)c3cccnc3s2)cc1	1	4	3.2	0.86	-3	2	1395	-5	-3	14	0.9
Cc1ccc(C2C(C#N)=C(N)Oc3n[nH]c(-c4cccs4)c32)s1 (centres undefined)	0	17	0.9	-0.45	6	11	1377	5	6	7	-1.1
O=C(Oc1ccc(-c2cnc3ccccc3n2)cc1)c1cccc([N+](=O)[O-])c1	1	.	2.5	.	-2	-5	1521	-2	17	18	2.2
COc1ccc(C)cc1NC(=O)C1CCC(CNc2c(N3CCOCC3)c(=O)c2=O)CC1 (centres undefined)	1	.	-0.3	.	-1	0	1649	8	10	4	3.0
N#Cc1ccccc1Oc1ccccc1C=O	0	-6	-0.6	2.7	-2	57*	1691	6	-5	1	2.1
CC(C)N=C(NC#N)SCc1ccccc1	-4	.	-4.4	.	-10	-4	1412	-1	0	2	0.9
Cc1ccc(S(=O)(=O)N2CCC(C(=O)N[C@@H](C)C(=O)NC3CCCCC3)CC2)cc1	-2	.	-2.8	.	-2	-8	1582	3	11	9	3.6
CCC(C)(C)n1nnnc1C(c1ccc(N(C)C)cc1)N1CCN(C2CCCCC2)CC1 (centres undefined)	-1	-24	-0.6	-3.2	14	7	1467	2	1	-9	1.2
CN(C)S(=O)(=O)c1ccc(C(=O)Nc2nnc(SCc3ccccc3)s2)cc1	-1	-4	-0.5	0.048	4	-5	1531	1	4	-4	5.6
O=C(COC(=O)CNC(=O)c1cccc([N+](=O)[O-])c1)NCc1ccco1	-2	1	-1.6	-0.14	3	-7	1465	-2	0	12	1.9
O=C(NCc1ccc2c(c1)OCO2)c1ccc2c(c1)C(=O)N(CC1CCCO1)C2=O (centres undefined)	5	9	0.7	0.46	-13	-2	1705	14	-1	8	1.0
COc1ccccc1-c1noc(-c2ccco2)n1	0	24	1.3	0.91	7	-1	1606	-1	0	12	0.2
Cc1c(Nc2nc3ccccc3nc2N2CCN(c3ccccc3)CC2)c(=O)n(-c2ccccc2)n1C	-4	10	0.1	-0.037	-4	53*	1563	3	7	-11	-0.8
Cc1ccc(S(=O)(=O)NCCC(=O)OCn2nnc3ccccc3c2=O)cc1	-6	-13	-3.0	0.9	-3	-4	1474	5	3	3	1.4
CCN(CC)c1nc(-c2ccc(Cl)cc2)cc(C(F)(F)F)c1C#N	0	.	1.4	.	11	7	1620	13	10	6	9.6*
O=c1cc(CO)oc(CN2CCN(c3ccccc3)CC2)c1O	-4	-11	2.1	.	-2	-3	1580	1	3	2	0.8
C=CCN=C1CC(C)(C)CC(=O)/C1=C(\O)CCCN1C(=O)c2ccccc2C1=O	-7	-11	-9.7	-0.26	4	0	1663	16	-4	-4	1.8
O=C(Nc1cccc(-c2cn3cccnc3n2)c1)c1cccs1	-8	2	0.5	.	-1	98*	1714	4	3	10	0.6
COc1ccc(-c2csc(NC(=O)c3ccccc3NS(=O)(=O)c3ccc(F)c(F)c3)n2)cc1	-1	-7	-0.5	-0.39	-5	49	1472	1	-8	13	8.4
C=CCOc1nc2c(c(=O)n(Cc3ccc(Cl)cc3)c(=O)n2C)n1C	4	.	-0.3	-0.49	8	-5	1691	3	3	10	3.7
Cc1ccc(-c2nc(CN(Cc3c(C)nn(C)c3C)C(C)C)c(C)o2)o1	0	8	-0.1	0.75	5	-3	1653	4	4	0	-0.5
COc1ccc(/C=C(/C(=O)c2cccs2)N2C=CC=CC2=C(C#N)C#N)cc1	-2	9	0.3	.	-1	0	1560	3	1	-1	7.1
COc1ccc(C(C(=O)NC2CCCC2)N(C(=O)c2snc(-c3ccc(F)cc3)c2N)c2cccc(F)c2)cc1 (centres undefined)	-7	.	0.0	.	8	8	1441	-7	9	.	3.2
COc1ccc(-c2cn3cc(C)ccc3n2)cc1F	-4	-2	0.2	0.96	-1	25	1591	3	10	-4	2.7
CCOC(=O)CC(=O)NC(CC(=O)OC)c1ccc(C(C)C)cc1 (centres undefined)	-13	1	-0.7	-0.37	-4	-4	1580	2	3	-19	-0.7
O=Nc1c(O)n(Cc2ccc(Cl)cc2)c2ccccc12	-5	.	1.4	.	-4	-4	1564	-5	-9	-3	3.9
CC(=O)OCC(=O)[C@@]12OC3(CCCC3)O[C@@H]1C[C@H]1[C@@H]3CCC4=CC(=O)C=C[C@]4(C)[C@@]3(F)[C@@H](O)C[C@@]12C	-4	-9	0.4	.	-1	14	1501	3	5	-1	4.1
CCNc1nc(NCc2ccccc2)nc(SCC(N)=O)n1	-3	-4	-0.3	0.17	0	-7	1626	3	-5	13	0.8
COc1cccc(OCC(O)CN2C(C)CCCC2C)c1 (centres undefined)	-1	-45	1.5	.	0	4	1653	-2	0	-3	0.2
COc1cc2c(cc1OC)C(c1cc3cc(OC)c(OC)cc3[nH]c1=O)N(C(=O)C1CC1)CC2 (centres undefined)	-2	4	3.1	1.2	-11	-4	1475	4	2	-14	1.4
COc1cc(/C=N/NC(=O)C(C)Nc2n[nH]c(=O)[nH]c2=O)ccc1O (centres undefined)	-10	-52	0.1	.	-4	0	1632	-5	-7	3	-1.6
O=C(Nc1nnc(-c2ccccn2)o1)c1ccc(Br)cc1	-2	-12	0.1	.	2	28	1446	0	6	5	0.4
O=C(NCC1CCCO1)c1ccc(CS(=O)(=O)c2c(Cl)cccc2Cl)o1 (centres undefined)	-8	.	-2.3	.	6	-7	1649	-2	5	12	1.6
CCOc1ccc(C(=O)C(CCC(CN(C)C)C(=O)c2ccc(OCC)cc2)CN(C)C)cc1 (centres undefined)	3	13	1.1	.	5	100*	1486	7	3	18	-0.4
O=C(O)c1ccc(CN2CCOCC2)o1	2	7	-1.6	0.079	1	-4	1532	-2	-4	0	-0.1
COc1cccc(CN2CCNC(=O)C2CC(=O)N(Cc2cnn(C)c2)C(C)C)c1 (centres undefined)	3	-5	-0.7	0.16	6	-8	1466	2	1	6	0.0
Cc1ccc(S(=O)(=O)N2CCOCC2)cc1NC(=O)CSc1n[nH]c(N)n1	-5	-17	-0.5	0.4	0	-3	1747	-1	2	-11	1.2
CCOCCCNC(=O)C1CCN(S(=O)(=O)c2c(C)noc2/C=C\c2ccc(OC)cc2)CC1	.	-43	-0.4	0.06	5	-3	1452	6	2	.	.
CC(NC(=O)c1cc(=O)[nH]c2ccccc12)c1ccccc1 (centres undefined)	12*	3	-1.1	0.31	2	7	1601	0	0	4	2.2
Cc1nnc(N2CCCCC2)c2ccccc12	0	.	3.0	.	22	53*	1402	7	-1	11	2.4
CC(=O)c1c(N2CCN(C)CC2)[nH]c(-c2ccccc2)nc1=S	0	.	2.7	.	4	2	1612	8	7	13	1.3
CN1CCc2cc(Cl)c(O)cc2[C@@H](c2ccccc2)C1	2	-10	.	.	0	.	1443	3	1	-2	.
CN1CCN(CC#CCC(O)(c2ccccc2)C2CCCC2)CC1 (centres undefined)	-8	.	1.6	.	5	34	1647	4	-6	8	-1.2
Cc1ccc(Sc2ccc([N+](=O)[O-])cc2[N+](=O)[O-])nc1	0	-8	-0.2	-0.91	6	58*	1799	9	10	3	-0.3
O=C(c1cccc(C(F)(F)F)c1)C1CCCN(Cc2ccc(OCCO)cc2)C1 (centres undefined)	-2	8	-0.3	-0.3	-1	81*	1479	7	2	4	-0.5
O=C(N/N=C(\Cc1ncc[nH]1)c1ccccc1)c1cccnc1	0	-5	-1.1	1.2	0	4	1510	-3	4	-18	1.0
CCCCCCNS(=O)(=O)c1ccc(OC)c(OC)c1	-7	-4	-0.7	-0.33	6	-4	1639	12	5	8	-1.1
CCOc1ccc(C(=O)N2CCC(C(=O)c3ccc4c(c3)OCCO4)CC2)cc1	3	-19	1.5	.	-9	3	1334	3	-2	5	2.5
CC1CCCCN1C(=O)COC(=O)/C=C/c1ccc2ccccc2n1 (centres undefined)	-5	8	-0.5	.	-1	16	1754	4	18	5	1.0
CC(OC(=O)c1cccc(N2C(=O)c3ccccc3C2=O)c1)C(=O)Nc1ccc(N(C)C)cc1 (centres undefined)	0	-18	.	.	16	56*	1666	5	5	-2	2.0

Compounds as they come; 13% or so of the library scored in one or more.
